PhoP inhibition – inhibitors of PhoP regulon expression, primary screen, Salmonella Typhimurium, GFP reporter (AID 1863); S. Typhimurium PhoP-regulated promoter GFP reporter, 4 h; higher % means a stronger effect; one-dose inhibition, % at 50 µM; IC50 in µM for titrated hits; 300,000 tested, 0.16% active;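 active = inhibition over 29.93%, a cutoff 3 SD above the screen mean, later confirmed by dose response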;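 note: 0% = low Mg2+ inducing control and 100% = high Mg2+ repressing control; strong numbers were not always called active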
HIV peptide binding – inhibitors of HIV fusion peptide binding, primary screen, biochemical, uHTS, fluorescence dequenching (AID 1986); cell-free peptide binding, fluorescence dequenching, 30 min; higher % means a stronger effect; inhibition, % at 20 µM; hits with a dose series show IC50 in µM; 290,000 tested, 0.3% active; in the data active = inhibition mostly above about 52%, no sharp cut-off; inactive = mostly below about 76%; note: some results filed as inactive read as strong as hits
LYP inhibition – inhibitors of LYP phosphatase, biochemical, fluorescence intensity, uHTS (AID 1779) | Tyrosine-protein phosphatase non-receptor type 22 (Homo sapiens) | recombinant LYP phosphatase, fluorescence intensity; higher % means a stronger effect | inhibition, % at 11.5 µM; hits with a dose series show IC50 in µM | 290,000 tested, 0.054% active;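 note: plate controls were vehicle with enzyme for no effect and no enzyme for full effect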
Siah-1 displacement – Siah-1 peptide-binding antagonists, primary screen, biochemical, fluorescence polarization, rhodamine-plectin, uHTS (AID 1817) | E3 ubiquitin-protein ligase SIAH1 (Homo sapiens) | Siah-1 / rhodamine-plectin peptide fluorescence polarization; higher % means a stronger effect | one-dose displacement, % at 20 µM; IC50 in µM for titrated hits | 290,000 tested, 0.02% active;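 active = displacement of at least 50% at 20 µM, with a fluorescence ratio check between 0.3 and a set limit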;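 note: plate controls were Siah plus tracer with DMSO for no effect and tracer alone without Siah for full effect; strong numbers were not always called active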
KOR beta-arrestin-1 – KOR antagonists, beta-arrestin recruitment, cell-based, luminescence, uHTS (AID 1778); Kappa-type opioid receptor (Homo sapiens); KOR beta-arrestin recruitment, luminescence, antagonist mode; higher % means a stronger effect; inhibition, % at 10 µM, or IC50 in µM where a hit was titrated; 290,000 tested, 0.091% active; note: strong numbers were not always called active
Myeloid diff 2 – induction of myeloid progenitor differentiation, primary screen, cell-based, flow cytometry, MLPCN library | ER-HoxA9 myeloid progenitors, lysozyme-GFP differentiation | calls only at 10 µM | 360,000 tested, 1% active | AID 624256, 2012;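 active = normalized GFP-positive differentiation at or above the plate's own cutoff, the solvent-only control mean plus 3 SD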;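 note: cells exposed to compound for four days before flow analysis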
NOD2 inhibition – NOD2 signaling inhibitors, cell-based, luminescence, uHTS, HEK293 (AID 1566). HEK293 NOD2/NF-kB luciferase reporter, luminescence; higher % means a stronger effect. inhibition, % at 4 µM; hits with a dose series show EC50 in µM. 290,000 tested, 0.63% active; note: many of its hits are not listed in these tables
KOR beta-arrestin-2 – KOR agonists, beta-arrestin recruitment, primary screen, cell-based, luminescence, uHTS (AID 1777) | Kappa-type opioid receptor (Homo sapiens) | KOR beta-arrestin recruitment, luminescence; higher % means a stronger effect | activation, % at 10 µM; hits with a dose series show EC50 in µM | 280,000 tested, 0.02% active; in the data active = activation above about 50%, passing the limit was not always enough; note: a part of the inactive calls stands beside numbers as strong as those of hits
NOD1 inhibition – NOD1 signaling inhibitors, primary screen, cell-based, luminescence, uHTS (AID 1578). NOD1-driven NF-kB luciferase reporter cells, luminescence; higher % means a stronger effect. one-dose inhibition, % at 4 µM; EC50 in µM for titrated hits. 290,000 tested, 1% active; in the data active = inhibition mostly above about 36%, no sharp cut-off; inactive = mostly below about 34%;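 note: HEK-293T reporter cells stimulated with the NOD1 agonist gamma-tri-DAP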
Myeloid diff 2 GFP+ MAC1+ % – also measured in Myeloid diff 2; calls as there; GFP+ MAC1+ double positive, %; measured here: differentiation confirmed by MAC1 staining
* hit, by the source's call; i = inactive; · = not tested or not shown; [ ] = remark or other dose. Cut-off read from the data, not from the text of the source, unless noted: active = inhibition above about 50%; inactive = the rest.

Values in the order: PhoP inhibition	HIV peptide binding	LYP inhibition	Siah-1 displacement	KOR beta-arrestin-1	Myeloid diff 2	Myeloid diff 2 GFP+ MAC1+ %	NOD2 inhibition	KOR beta-arrestin-2	NOD1 inhibition
CCOC(=O)C(NC(=O)c1ccccc1)(N1CCOCC1)C(F)(F)F (stereo not given)
    24%	-2.2%	-8%	0%	-21%	i	0.5	1%	-4.1%	12%
CC(C)NS(=O)(=O)c1ccc2c(c1)NCC2
    -7%	1.1%	1%	8%	-23%	i	1.4	4%	10%	-16%
CN1C(=O)C(CC(=O)NCCc2ccccc2)N(NC(=O)c2ccc(Cl)cc2)C1=S (stereo not given)
    -2%	-0.6%	-10%	0%	-13%	i	0.1	3%	1.2%	8%
COc1ccc(-c2oc(/N=C/N3CCOCC3)c(C#N)c2-c2ccc(OC)cc2)cc1
    8%	5.0%	15%	1%	-37%	i	0.3	-8%	-0.2%	-16%
O=C(NC1CCCC1)c1ccc(CNc2c(N3CCOCC3)c(=O)c2=O)cc1
    -23%	-1.5%	-5%	-1%	-20%	i	2.0	5%	1.8%	-6%
COc1ccc2cc(CCNC(=O)c3ccco3)c(=O)[nH]c2c1
    6%	-1.6%	-1%	-8%	28%	i	0.6	-41%	-6.7%	-19%
CCOC(=O)C1=C(C)NC(C)=C(C(=O)OCC)C1C(=O)OCC(=O)N1CCc2ccccc21
    -2%	0.0%	-6%	-2%	-19%	i	0.4	11%	1.1%	-16%
COc1cccc(-c2cc(C(=O)N3CCc4ccccc4C3)[nH]n2)c1
    3%	-0.3%	-12%	0%	-29%	i	0.5	-3%	-2.6%	20%
O=C(O)CCCN1C(=O)c2ccc(C(=O)c3cccc([N+](=O)[O-])c3)cc2C1=O
    -4%	-0.8%	6%	0%	-11%	i	0.5	-10%	-1.1%	-31%
CC(C)(CCO)NC(=S)NC1CC2C=CC1C2 (stereo not given)
    9%	-1.1%	-6%	-7%	12%	i	0.9	-3%	-2.0%	-1%
CN(CC(=O)Nc1c(Cl)cccc1Cl)C(=O)CCCN1C(=O)c2ccccc2C1=O
    6%	-2.1%	-10%	-7%	-13%	i	2.5	12%	·	16%
Nc1cc(=O)[nH]n1C1CCN(c2ccccc2)CC1
    -11%	-2.6%	-1%	-3%	16%	i	0.3	-8%	-5.8%	-4%
CN(Cc1nc2ccccc2n1C)C(=O)c1ccco1
    -2%	-0.5%	-9%	1%	-10%	i	1.7	-9%	2.1%	-26%
O=C(CSc1nnnn1-c1ccc2c(c1)OCCO2)N1CCN(C(=O)c2ccco2)CC1
    ·	0.0%	-6%	0%	8%	i	1.0	1%	-4.4%	-22%
CCCOC(=O)c1ccc(NC(=O)C(CC)CC)cc1
    1%	-1.9%	-1%	3%	·	i	0.3	-13%	2.7%	-40%
Cn1ncc(Cl)c1C(=O)Nc1nnc(C2CC2)s1
    -7%	2.1%	-11%	5%	-30%	i	0.9	5%	5.9%	-12%
CC(C)c1ccc(NC(=O)NCc2ccc3c(c2)OCO3)cc1
    -9%	1.5%	-1%	6%	-4%	i	1.1	-15%	1.4%	-25%
Cc1cc(OCc2cc(C(=O)N(C)CC3CCOCC3)no2)cc(C)c1Cl
    0%	1.2%	-9%	1%	-41%	i	0.5	0%	4.7%	-44%
C=CCc1cc(OC)ccc1OCCOCCC(C(=O)OCC)C(=O)OCC
    -6%	1.3%	-6%	1%	5%	i	0.4	5%	2.4%	-24%
Cc1ccc(-c2cc(N)nc(-c3ccccc3)c2)cc1
    8%	-0.7%	-5%	0%	-23%	i	1.9	-10%	2.1%	-15%
COc1ccc(-n2c(C)cc(C(=O)CSc3ccc(NC(C)=O)cc3)c2C)cc1
    -4%	0.4%	3%	2%	32%	i	0.4	8%	1.5%	10%
O=c1c2cc(NC(=S)NC3CCN(Cc4ccccc4)CC3)ccc2nc2n1CCCCC2
    -5%	-0.7%	8%	1%	-13%	i	1.2	5%	-0.7%	-35%
COc1ccccc1-n1c(SCC(=O)Nc2cccc(C(=O)O)c2)nnc1-c1ccccc1C
    2%	0.9%	-10%	1%	-42%[20 µM]	i	0.6	-2%	-3.0%	-24%
Cc1nnc(SCC(=O)c2c(N)n(C)c(=O)n(C)c2=O)n1Cc1ccccc1
    -15%	30%	-12%	0%	10%	i	7.6	6%	2.6%	5%
COc1ccc2cc(C3CC(c4ccco4)=NN3S(C)(=O)=O)c(Cl)nc2c1 (stereo not given)
    -4%	12%	9%	14%	1%	i	0.4	10%	3.7%	-11%
O=C(O)CCCCCN1C(=O)/C(=C\c2cn(-c3ccccc3)nc2-c2cccs2)SC1=S
    -11%	9.8µM*	5%	47%	-38%	i	0.8	26%	1.8%	4%
CCC(CC)c1nnc(NC(=O)c2ccc3c(c2)OCO3)s1
    -1%	1.1%	-2%	2%	21%	i	0.3	-39%	-4.2%	-54%
CN(c1ccc(C(=O)Nc2cccnc2)cc1)S(C)(=O)=O
    3%	0.6%	-1%	-1%	25%	i	0.5	6%	8.4%	-8%
C/C(=N\NC(=O)c1ccccc1)c1c(C)[nH]n(-c2ccccc2)c1=O
    -3%	-0.5%	-8%	10%	-72%	i	0.3	7%	1.8%	-22%
CCCN1CCN(C(=O)Cn2ncc3c([nH]c4ccc(C)cc43)c2=O)CC1
    -8%	0.3%	-12%	1%	-22%	i	0.8	12%	1.0%	10%

Sorted by number of heavy atoms (low to high): part of the list above
Values in the order: PhoP inhibition	HIV peptide binding	LYP inhibition	Siah-1 displacement	KOR beta-arrestin-1	Myeloid diff 2	Myeloid diff 2 GFP+ MAC1+ %	NOD2 inhibition	KOR beta-arrestin-2	NOD1 inhibition
CCCOC(=O)c1ccc(NC(=O)C(CC)CC)cc1
    1%	-1.9%	-1%	3%	·	i	0.3	-13%	2.7%	-40%
Cc1cc(OCc2cc(C(=O)N(C)CC3CCOCC3)no2)cc(C)c1Cl
    0%	1.2%	-9%	1%	-41%	i	0.5	0%	4.7%	-44%
O=C(NC1CCCC1)c1ccc(CNc2c(N3CCOCC3)c(=O)c2=O)cc1
    -23%	-1.5%	-5%	-1%	-20%	i	2.0	5%	1.8%	-6%

(next part)
Values in the order: PhoP inhibition	HIV peptide binding	LYP inhibition	Siah-1 displacement	KOR beta-arrestin-1	Myeloid diff 2	Myeloid diff 2 GFP+ MAC1+ %	NOD2 inhibition	KOR beta-arrestin-2	NOD1 inhibition
C#CCOCCOCCOCCNc1nc(N2CCN(C(=O)C([C@@H](C)CC)n3cc(C(N)Cc4ccc(O)cc4)nn3)CC2)nc(N2CCN(C(=O)[C@H](CCC(=O)O)n3cc(C(N)CC(C)C)nn3)CC2)n1 (stereo not given in full)
    9%	1.6%	-4%	0%	-1%	i	3.4	16%	-0.4%	-3%
O=C(CN1C(=O)NC2(CCCC2)C1=O)Nc1ccccc1F
    1%	2.4%	-5%	4%	-1%	i	7.3	1%	-5.8%	-7%
CCC(=O)Nc1cccc(-n2nnnc2SCC(=O)NCc2ccco2)c1
    -5%	-2.4%	-12%	1%	17%	i	0.5	12%	4.5%	-1%
C=CCN(C(=O)Nc1ccc2oc(C)nc2c1)c1ccccc1
    14%	0.6%	-6%	-3%	10%	i	0.7	-25%	-1.1%	-20%
O=C(CCC1CCCN(C(=O)c2ccc3cc[nH]c3c2)C1)N1CCN(c2ccccn2)CC1 (stereo not given)
    -3%	0.8%	-4%	13%	-20%[20 µM]	i	0.3	6%	-6.4%	-37%
Cn1cc(SCC(=O)Nc2ccc3c(c2)OCCO3)c2ccccc21
    -6%	0.4%	2%	-2%	-3%	i	2.5	-23%	-2.7%	-36%
Cc1occc1-c1nnc(SCC(=O)Nc2ccc(F)cc2)n1C
    6%	-0.1%	-2%	-3%	3%	i	0.8	-26%	-0.3%	-6%
O=C(O)CCCCCNc1ccc2nsnc2c1[N+](=O)[O-]
    -5%	-0.8%	-7%	-3%	30%	i	0.4	8%	1.2%	-11%
C=CCN(C(=O)c1oc2c(Cl)cc(C)cc2c1C)C1CCS(=O)(=O)C1 (stereo not given)
    6%	1.6%	-5%	4%	-4%	i	0.7	-27%	-0.5%	-64%
O=C1NC(=Nc2cccnc2)S/C1=C/c1ccc(F)cc1
    -3%	0.7%	-6%	3%	-63%	i	1.0	-34%	7.7%	-10%
O=C(CN(CCc1ccccc1)C(=O)CNS(=O)(=O)c1ccc(F)cc1)NCC1CCCO1 (stereo not given)
    -1%	-1.5%	-10%	4%	-13%	i	1.0	6%	-0.7%	-4%
CN(C[C@H](CC1CCCCC1)N(C[C@H](Cc1ccccc1)N(CCc1ccccc1)N=O)N=O)N=O
    -7%	1.1%	-2%	13%	-10%	i	1.0	-17%	-1.8%	-18%
CCCCN1C(=O)C(O)(CC(=O)c2c(C)coc2C)c2ccccc21 (stereo not given)
    7%	1.9%	-1%	6%	-2%[20 µM]	i	0.2	12%	-0.2%	-2%
CC1=C(C)CC(C(=O)NC(C)CCc2ccccc2)C(C(=O)O)C1 (stereo not given)
    4%	-1.3%	-9%	-1%	-6%[20 µM]	i	0.4	9%	-3.4%	-11%
O=C(Nc1ccccc1)c1cc2ccccc2c(=O)s1
    -32%	2.9%	38%	-3%	-6%	i	0.7	28%	3.2%	64%*
CC1CCCCC1NC(=O)CN(C)S(=O)(=O)c1ccc2c(c1)CCC(=O)N2 (stereo not given)
    -7%	1.0%	-7%	-2%	-16%	i	3.2	9%	-4.0%	-6%
CCOc1ccc(NC(=O)c2nc(SCC)ncc2Cl)cc1
    2%	-3.8%	-9%	0%	-5%	i	0.3	8%	-16%	12%
O=C(CCCc1nc(-c2ccc(Cl)cc2)no1)N1CCOCC1
    -2%	-0.5%	-5%	-2%	-40%	i	2.1	3%	3.9%	-27%
CCCNC(=O)c1ccc(C)c(NC(=O)C2=C(C)OCCS2)c1
    -15%	0.3%	-4%	-12%	-33%	i	0.5	2%	3.9%	10%
Cc1c(-c2ccccc2)oc2c(C(=O)OCC(=O)Nc3ccc(C(N)=O)cc3)cccc2c1=O
    0%	0.0%	-4%	-1%	2%	i	0.1	14%	2.2%	-42%
CSCCC(NC(=O)c1ccc([N+](=O)[O-])cc1Cl)C(=O)OCC(=O)C12CC3CC(CC(C3)C1)C2 (stereo not given)
    -1%	-1.0%	7%	3%	-4%	i	0.0	10%	-1.5%	-24%
Cc1ccccc1N1CC(C(=O)O)CC1=O (stereo not given)
    7%	-1.1%	-5%	-4%	-32%[20 µM]	i	0.7	-2%	·	11%
O=S(=O)(Nc1nccs1)c1ccc(F)cc1
    7%	-0.7%	-2%	-3%	-33%[20 µM]	i	0.5	-3%	·	-17%
CCN(CC)c1ccc(/C=N/NC(=O)CN2CCCc3ccccc32)cc1
    5%	-0.7%	4%	16%	-9%	i	0.0	-2%	-2.2%	-6%
CCC(=O)NNc1nc2c(C)cc(C)cc2s1
    3%	-0.6%	-6%	5%	-16%	i	0.1	25%	-2.5%	-37%
COC(=O)c1[nH]c2cc(OC)ccc2c1NC(=O)CN1CCC(C(N)=O)CC1
    4%	-0.1%	4%	-1%	-26%	i	0.5	-15%	3.8%	-17%
CNC(=O)CCC(=O)Nc1ccc(C)cc1
    -5%	0.4%	-9%	-1%	-4%[20 µM]	i	0.5	-10%	·	-17%

These rows are one share of the data, so the mix of outcomes need not match the whole.
